sPLA2-III inh: human group III sPLA2 inhibitors, primary screen, biochemical, QFRET, BODIPY PC-A2 liposome substrate; Group 3 secretory phospholipase A2 (Homo sapiens), Q9NZ20; QFRET BODIPY PC-A2 liposome hydrolysis, fluorescence; inhibition, % at 12.2 µM; hit rate 0.56% among 370,000;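 active = inhibition above mean plus 3 SD of compounds lying within the high and low control bounds, cut at about 19% in these data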;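 also: 0% = median of test compound wells and 100% = no enzyme DMSO wells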
Tn7 DDE FP: inhibitors of Tn7 peptide binding to fibrin DD(E), primary screen, biochemical, fluorescence polarization, human fibrin, Tn7 probe; hit rate 0.13% among 370,000; AID 720508, 2013; FP displacement of FITC-Tn7 peptide from fibrin DD(E); 0% = median of compound wells per plate; inhibition, % at 8.3 µM; Fibrinogen beta chain (Homo sapiens), P02675;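 active = inhibition above the mean of compounds falling within the control limits plus 3 SD of them, cut at about 14% in these data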;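 also: 0% = plate median of compound wells and 100% = 10 µM Aha-Tn7 peptide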
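Measure: % inhibition scaled between sample-field median and high-control FP; Test system: human fibrin DD(E); Quantity: 2 µM final DD(E) protein; Doses: one dose, 8.3 µM nominal; Schedule: compound with protein 10 min, then 3 h after probe, room temperature; Detection: fluorescence polarization; Medium: Tris buffer with calcium and detergent, pH 7.8.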
Tn6 DDE FP: inhibitors of Tn6 peptide binding to fibrin DD(E), primary screen, biochemical, fluorescence polarization, human fibrin, Tn6 probe; Fibrin DD(E) TRITC-Tn6 fluorescence polarization displacement; inhibition, % at 8.3 µM; hit rate 0.21% among 370,000; AID 720509, 2013;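 active = inhibition above a per-campaign cutoff: mean of compounds within control limits plus 3 SD, cut at about 15% in these data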;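 also: 0% = median of all compound wells on the plate and 100% = blocking peptide control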
proKLK7 act: proKLK7 zymogen activators, primary screen, biochemical, fluorescence intensity | Kallikrein-7 (Homo sapiens), P49862 | activation, % at 7 µM | hit rate 0.9% among 370,000 | AID 652039, 2013 | purified proKLK7, EDANS-DABCYL substrate fluorescence; 100% is mature enzyme control, 0% vehicle;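 active = activation above the mean of all tested compounds plus 3 SD, computed per campaign excluding outliers beyond control limits, cut at about 13% in these data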
ASAP1 inh: inhibitors of human ASAP1 ArfGAP activity, primary screen, biochemical, fluorescence polarization. Arf-GAP with SH3 domain, ANK repeat and PH domain-containing protein 1 (Homo sapiens), …. ASAP1-stimulated ARF1 GTP hydrolysis, GDP FP detection. inhibition, % at 16.5 µM. hit rate 0.19% among 360,000. AID 624377, 2012; in the data active = inhibition above about 25%;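 also: 0% = vehicle with enzyme and substrate and 100% = no enzyme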
UHRF1 MBD2 ctr: UHRF1 methylated DNA binding inhibitors, primary screen, counter-screen for MBD2 inhibitor project, biochemical, TR-FRET, human UHRF1, single concentration | E3 ubiquitin-protein ligase UHRF1 (Homo sapiens), Q96T88 | AID 687016, 2013 | inhibition, % at 4.4 µM | hit rate 0.75% among 370,000 | UHRF1 binding to methylated oligo; in the data active = inhibition above about 21%;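 also: UHRF1 SRA domain binding a hemimethylated CpG hairpin DNA probe; 0% = median of test compound wells and 100% = reference inhibitor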
ARFGAP1 inhibitor: inhibitors of rat ARFGAP1 GAP activity, primary screen, biochemical, fluorescence polarization, GDP tracer | Arfgap1-stimulated ARF1 GTP hydrolysis, GDP FP detection | inhibition, % at 16.5 µM | hit rate 0.26% among 360,000 | AID 651572, 2012;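 active = inhibition above a per-plate limit, mean inhibition of low control wells plus 3 SD, cut at about 25% in these data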;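 also: 0% = DMSO wells with enzyme and 100% = wells lacking Arfgap1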
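Replicates: Single well per compound | Assay system: Truncated rat Arfgap1 GAP domain | Control set: No-Arfgap1 wells (100%) versus DMSO full-reaction wells (0%) | Times: Enzyme reaction 120 min at 25 °C after 20 min preincubation | Reagent: Human ARF1(Δ1-17)-GTP substrate | Measured by: Tracer-displacement fluorescence polarization with EDTA stop, 620/688 nm | Measure: Percent inhibition of Arfgap1-stimulated GTP hydrolysis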
PLC-beta3 inh: human PLC-beta3 inhibitors, primary screen, biochemical, fluorescence. hit rate 0.18% among 370,000. Purified PLC-beta3, fluorogenic substrate. inhibition, % at 12.2 µM; in the data active = inhibition above about 11%;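 also: 0% = median of compound wells on plate and 100% = full blocker control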
Target sequence (Q01970 whole entry, looked up): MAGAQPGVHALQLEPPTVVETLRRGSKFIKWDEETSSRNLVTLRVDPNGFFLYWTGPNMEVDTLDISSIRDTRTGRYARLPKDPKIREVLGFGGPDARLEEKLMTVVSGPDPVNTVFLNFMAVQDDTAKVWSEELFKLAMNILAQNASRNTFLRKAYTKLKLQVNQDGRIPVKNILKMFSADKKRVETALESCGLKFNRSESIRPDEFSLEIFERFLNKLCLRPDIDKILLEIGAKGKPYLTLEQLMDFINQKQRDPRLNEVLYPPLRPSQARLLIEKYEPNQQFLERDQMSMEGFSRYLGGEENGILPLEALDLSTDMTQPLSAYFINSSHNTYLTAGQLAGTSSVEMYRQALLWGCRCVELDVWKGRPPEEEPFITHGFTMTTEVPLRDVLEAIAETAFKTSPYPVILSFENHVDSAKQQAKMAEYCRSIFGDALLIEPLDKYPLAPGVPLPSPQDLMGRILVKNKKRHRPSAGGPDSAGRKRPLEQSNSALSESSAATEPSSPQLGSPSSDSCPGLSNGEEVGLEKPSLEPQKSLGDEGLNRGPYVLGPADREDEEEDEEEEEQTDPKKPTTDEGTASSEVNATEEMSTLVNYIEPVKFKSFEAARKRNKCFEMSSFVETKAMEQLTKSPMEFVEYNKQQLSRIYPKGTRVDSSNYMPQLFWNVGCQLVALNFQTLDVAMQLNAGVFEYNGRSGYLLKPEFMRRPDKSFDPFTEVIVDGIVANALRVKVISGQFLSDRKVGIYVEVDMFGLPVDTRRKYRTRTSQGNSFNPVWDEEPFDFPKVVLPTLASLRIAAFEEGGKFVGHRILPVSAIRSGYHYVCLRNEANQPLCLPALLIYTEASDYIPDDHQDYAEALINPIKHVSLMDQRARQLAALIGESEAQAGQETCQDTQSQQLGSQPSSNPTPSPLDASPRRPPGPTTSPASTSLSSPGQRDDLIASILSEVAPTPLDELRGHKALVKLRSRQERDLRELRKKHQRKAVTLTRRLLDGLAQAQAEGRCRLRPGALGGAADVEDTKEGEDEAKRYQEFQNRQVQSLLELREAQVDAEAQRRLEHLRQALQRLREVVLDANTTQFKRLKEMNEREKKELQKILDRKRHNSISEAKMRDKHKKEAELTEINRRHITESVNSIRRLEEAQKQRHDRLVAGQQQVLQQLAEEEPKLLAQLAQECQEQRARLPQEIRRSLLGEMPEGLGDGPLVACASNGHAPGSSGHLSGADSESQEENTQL
PLCg1 inh: PLC-gamma1 enzyme inhibitors, primary screen, biochemical, fluorescence, purified enzyme. inhibition, % at 12.2 µM. fluorogenic substrate. hit rate 0.84% among 370,000. 1-phosphatidylinositol 4,5-bisphosphate phosphodiesterase gamma-1 (Homo sapiens), P19174; in the data active = inhibition above about 9.5%
Rev-erbA mod: modulators of Rev-erb alpha DNA binding, primary screen, biochemical, FITC-DNA, fluorescence polarization, uHTS; Nuclear receptor subfamily 1 group D member 1 (Homo sapiens), P20393; Rev-erbα–FITC-DNA binding, 90 min; activity, % at 10 µM; hit rate 0.79% among 370,000; AID 1259318, 2017;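 active = activity above about 14%, limit read from the data; passing the limit was not always enough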;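 also: 0% = DMSO wells with 35 nM protein and 100% = DMSO wells with 750 nM protein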
The depositor's hits bear a star; i = inactive. Outcome played no part in choosing rows. Share with any hit: about 4.5%.

Letter code – A = sPLA2-III inh; B = Tn7 DDE FP; C = Tn6 DDE FP; D = proKLK7 act; E = ASAP1 inh; F = UHRF1 MBD2 ctr; G = ARFGAP1 inhibitor; H = PLC-beta3 inh; I = PLCg1 inh; J = Rev-erbA mod
O=C(Cc1ccc(Cl)cc1)NCC(=O)N1CCC2(CC1)NCCc1[nH]cnc12
  A: 14; B: 2; C: -14; D: -0.1; E: -15; F: 3; G: 4; H: 1; I: -2; J: -4
COC(=O)c1c(NC(=O)CN(C)CC(=O)Nc2ccc(C)cc2)sc2c1CCC(C)C2 (centres undefined)
  A: -1; B: -10; C: 2; D: 0.0; E: 4; F: -1; G: 3; H: -7; I: -3; J: 7
COc1ccccc1N1CCN(C(=O)c2ccccc2SCC(=O)N2CCCC2)CC1
  A: 0; B: -12; C: -1; D: -0.5; E: -2; F: 0; G: -4; H: -7; I: 2; J: -2
COc1ccc(CCNCc2cc3ccc(C)cc3[nH]c2=O)cc1OC
  A: 0; B: 2; C: 2; D: 0.7; E: -5; F: 1; G: -9; H: -45; I: -30; J: 4
COc1ccc(O)c(-c2[nH]ncc2C(=O)c2ccccc2)c1
  A: -45; B: -3; C: 2; D: 0.0; E: -7; F: 1; G: 2; H: 3; I: -1; J: -1
Cc1cc(F)ccc1S(=O)(=O)Nc1ccc(C(=O)N(C)Cc2ccco2)cc1
  A: -21; B: -2; C: 0; D: 0.1; E: -14; F: 1; G: -7; H: -4; I: 1; J: 3
COc1ccc(C2C(C(=O)Nc3cccnc3)=C(C)Nc3nc(-c4ccco4)nn32)cc1 (centres undefined)
  A: -6; B: 2; C: -1; D: 0.4; E: 0; F: 0; G: -9; H: -15; I: -14; J: 0
COc1ccc([N+](=O)[O-])cc1NC(=O)CCS(=O)(=O)c1ccc(Br)cc1
  A: -7; B: 3; C: 1; D: -0.1; E: 11; F: 10; G: -8; H: 1; I: 4; J: -2
Clc1ccc(OCc2nnc(-c3ccccc3Br)o2)c(Cl)c1
  A: -10; B: -9; C: 42*; D: 0.2; E: 8; F: -2; G: 7; H: 4; I: 3; J: 5
CCS(=O)(=O)c1ccc2c(c1)NC(=O)C(CCCl)O2 (centres undefined)
  A: -1; B: -6; C: -6; D: -0.1; E: 0; F: 0; G: -5; H: -4; I: 2; J: 3
CN1OC[C@@H]2CN(C(=O)C(C)(C)C)[C@H](c3ccc(-n4ccnc4)cc3)C[C@@H]21
  A: 12; B: -1; C: 1; D: 0.1; E: -2; F: 6; G: 10; H: -2; I: 3; J: 4
O=C(NC(=S)Nc1ncccn1)c1ccc(Cl)cc1Cl
  A: 1; B: 5; C: 4; D: -0.6; E: -14; F: -4; G: 3; H: -4; I: 3; J: -22
CCc1cccc(OCCn2nc(C(=O)O)c3ccccc3c2=O)c1
  A: -10; B: -4; C: -4; D: 0.9; E: -5; F: 2; G: 1; H: -13; I: -4; J: -2
Cc1ccc(C)c(-n2c3nc(=O)n(C)c(=O)c-3cc3ccccc32)c1
  A: 1; B: -5; C: 5; D: 28*; E: -1; F: 0; G: 3; H: -448; I: -313; J: 0
COC(=O)c1cc(C#N)c(Oc2ccc(F)cc2)nc1C
  A: 11; B: -1; C: -8; D: -0.2; E: 0; F: 3; G: 11; H: 0; I: -1; J: 5
CCOC(=O)CSc1nnc2c3ccccc3n(C)c2n1
  A: -3; B: 4; C: -2; D: 0.2; E: 1; F: -5; G: -10; H: -5; I: -5; J: 1
Cc1ccc(S(=O)(=O)NCC(c2ccc3c(c2)OCO3)N2CCOCC2)cc1 (centres undefined)
  A: 7; B: -1; C: -1; D: 0.7; E: 8; F: 5; G: 9; H: 3; I: 2; J: -3
CC(C)C[C@]1(c2ccccc2)ON(c2ccccc2C(F)(F)F)C1=O
  A: 5; B: -4; C: -7; D: -0.5; E: 8; F: -1; G: -4; H: 4; I: -1; J: 7
CC1(C)CC(=O)C(CC(=O)NC2CCCc3ccccc32)C(=O)C1 (centres undefined)
  A: 6; B: -5; C: 1; D: 0.1; E: -6; F: 4; G: 11; H: 2; I: 7; J: 5
CC(=O)c1ccc(NC(=S)NCCc2cccc(Cl)c2)cc1
  A: -19; B: -1; C: -6; D: 0.6; E: 0; F: 0; G: 11; H: -7; I: 2; J: 2
CC(C)=Nc1ccccc1C1COC(=O)C1=N (centres undefined)
  A: -1; B: -9; C: 4; D: 11; E: -12; F: 1; G: -2; H: i; I: i; J: -4
N#Cc1ccc(OCc2nnc(SCC(=O)c3ccccc3)n2-c2ccccc2)cc1
  A: -22; B: 1; C: -3; D: -0.1; E: -2; F: 0; G: 18; H: -2; I: 1; J: 3
COc1ccc(NC(=O)CSc2ncnc3c2cnn3Cc2ccccc2)cc1
  A: -4; B: 0; C: 2; D: -0.2; E: -5; F: 5; G: -2; H: 4; I: 4; J: 4
C[C@@H]1CN([C@H](C)CO)S(=O)(=O)c2ccc(Br)cc2O[C@H]1CN(C)S(C)(=O)=O
  A: -4; B: -6; C: -7; D: 1.0; E: -5; F: -2; G: 4; H: 0; I: 0; J: 0
COc1ccc(Cl)cc1-c1nc(N)nc(N(C)C)n1
  A: 10; B: -1; C: 2; D: -0.3; E: -5; F: 9; G: 14; H: -5; I: -1; J: 0
COc1ccc(C(=O)N2CCN(c3ncccn3)CC2)cc1S(=O)(=O)N1CCOCC1
  A: 13; B: -1; C: -14; D: -0.1; E: 2; F: 4; G: 10; H: -12; I: -3; J: 10
O=C(Nc1c(Br)cc2c(c1Br)Cc1cc([N+](=O)[O-])ccc1-2)C(Cl)Cl
  A: -22; B: -6; C: -2; D: -0.7; E: -3; F: 2; G: 8; H: -2; I: -2; J: 9
O=C(CSc1nc(=O)n2ccccc2n1)N1N=C(c2cccs2)CC1c1ccc(F)cc1 (centres undefined)
  A: 11; B: 3; C: 2; D: 0.2; E: 5; F: -1; G: 2; H: -3; I: 1; J: -1
COc1ccc(C2NC(=S)NC3=C2CCc2cc(OC)ccc23)cc1 (centres undefined)
  A: 7; B: 3; C: -8; D: -0.4; E: 1; F: -2; G: 11; H: -13; I: -10; J: 3
CC(C)(C)NC(=O)C1(C)CCC(=O)N1C1CCN(Cc2ccccc2)CC1 (centres undefined)
  A: -3; B: -7; C: -3; D: 1.0; E: 4; F: -3; G: 13; H: 6; I: 2; J: -1

A draw from above in order of molecular weight, ascending:
Letter code – A = sPLA2-III inh; B = Tn7 DDE FP; C = Tn6 DDE FP; D = proKLK7 act; E = ASAP1 inh; F = UHRF1 MBD2 ctr; G = ARFGAP1 inhibitor; H = PLC-beta3 inh; I = PLCg1 inh; J = Rev-erbA mod
CC(C)=Nc1ccccc1C1COC(=O)C1=N (centres undefined)
  A: -1; B: -9; C: 4; D: 11; E: -12; F: 1; G: -2; H: i; I: i; J: -4
CCOC(=O)CSc1nnc2c3ccccc3n(C)c2n1
  A: -3; B: 4; C: -2; D: 0.2; E: 1; F: -5; G: -10; H: -5; I: -5; J: 1
Cc1ccc(S(=O)(=O)NCC(c2ccc3c(c2)OCO3)N2CCOCC2)cc1 (centres undefined)
  A: 7; B: -1; C: -1; D: 0.7; E: 8; F: 5; G: 9; H: 3; I: 2; J: -3

Following part
Letter code – A = sPLA2-III inh; B = Tn7 DDE FP; C = Tn6 DDE FP; D = proKLK7 act; E = ASAP1 inh; F = UHRF1 MBD2 ctr; G = ARFGAP1 inhibitor; H = PLC-beta3 inh; I = PLCg1 inh; J = Rev-erbA mod
CN(C)CCN(C(=O)c1ccc(N2C(=O)CCC2=O)cc1)c1nc2cc3c(cc2s1)OCCO3
  A: 10; B: 0; C: -3; D: -0.5; E: 5; F: 2; G: 7; H: -7; I: -1; J: 9
Cc1ccc(/C=N/NC(=O)c2nnn(-c3nonc3N)c2-c2cccs2)cc1
  A: -15; B: 4; C: 4; D: 1.1; E: -2; F: 0; G: 13; H: -19; I: -11; J: 1
CCCn1c(N)c(CC)c(=O)[nH]c1=O
  A: 2; B: -2; C: -8; D: 0.6; E: -1; F: 5; G: 14; H: -3; I: 0; J: 3
O=C(Cc1ccccc1)Nc1cc2c(cc1Cl)OCCCO2
  A: -7; B: -3; C: -4; D: 0.3; E: -8; F: 0; G: 3; H: -6; I: 5; J: 0
O=C(Nc1cccc(OC(F)(F)F)c1)C1Cc2c(-c3cccc(F)c3)ccnc2O1 (centres undefined)
  A: -4; B: -6; C: -11; D: 0.3; E: 7; F: 4; G: 10; H: -12; I: 12*; J: 0
Cc1cccc2sc(N(CCN(C)C)C(=O)/C=C/c3cccs3)nc12
  A: -14; B: -6; C: -5; D: -118; E: -3; F: 0; G: 12; H: -14; I: -19; J: -3
CC(C)=CCC[C@](C)(O[C@@H]1O[C@H](CO[C@@H]2OC[C@@H](O)[C@H](O)[C@H]2O)[C@@H](O)[C@H](O)[C@H]1O)C1CC[C@]2(C)C1[C@H](O)CC1[C@@]3(C)CC[C@H](O[C@@H]4O[C@H](CO)[C@@H](O)[C@H](O)[C@H]4O)C(C)(C)C3CC[C@]12C (some centres undefined)
  A: -60; B: -2; C: 0; D: 0.1; E: 13; F: -2; G: -10; H: 5; I: 0; J: 7
CCCCNCCS(=O)(=O)NCc1ccccc1OC
  A: 1; B: -6; C: -6; D: -0.3; E: -10; F: 1; G: -9; H: 5; I: 4; J: -1
O=C(CC1(O)C(=O)N(C/C=C/c2ccccc2)c2ccccc21)c1ccccn1 (centres undefined)
  A: 3; B: -2; C: 3; D: -0.1; E: 0; F: 0; G: -12; H: -2; I: 2; J: -6
NNC(=O)c1cc2c(s1)-c1cc(Cl)ccc1SC2
  A: -2; B: -1; C: 2; D: 5.7; E: 4; F: -3; G: -4; H: -170; I: -122; J: 2

High-throughput results: PubChem BioAssay, several laboratories
